HP1b binding inh: inhibitors of HP1-beta chromodomain binding to methylated histone tails. AlphaScreen HP1-beta / biotin-H3K9me3 peptide binding. Potency, µM (top dose mostly 114 µM), inactives show at the top dose activity change, negative = inhibition, hits mostly inhibitors. 390,000 tested, 0.56% active. P83916. AID 540317; also: potency is read from the fitted curve at half-maximal effect; nearly all actives have a fitted effect of over 70% in size; inactives centre near 23
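HP1-beta protein (50 nM final) preincubated 30 min at room temperature with biotinylated H3(1-18)K9me3 peptide (50 nM) in PBS pH 7.4, 0.01% Tween-20, then compound added for 30 min. AlphaScreen streptavidin donor/nickel chelate acceptor beads (10 ug/mL final), 30 min dark, luminescence read.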
BAZ2B inh: blocks human BAZ2B. 360,000 tested, 4.4% active. Potency, µM (titrated, usually from 114 µM), for inactives: at the top dose activity change, negative = inhibition, most hits filed as inhibitors. AlphaScreen BAZ2B-H3K14Ac peptide displacement; also: potency is read from the fitted curve at half-maximal effect; % is scaled to controls: 0 for no effect and ±100 for the full control effect; nearly all actives have a fitted effect of over 60% in size
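BAZ2B 50 nM plus b-H3(5-23)K14Ac 50 nM, PBS pH 7.4/0.01% Tween-20, 30 min RT; compound added (max 110 uM), 30 min RT; streptavidin donor/Ni-chelate acceptor beads 10 ug/mL final, 20 min dark; AlphaScreen read.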
RGS4 inh: human RGS4 inhibition. Potency, µM (top dose mostly 114 µM), inactives show at the top dose activity change, negative = inhibition, most hits filed as inhibitors. Transcreener GDP fluorescence polarization, RGS4-accelerated GTP hydrolysis. AID 504845. P49798. 390,000 tested, 0.039% active; also: potency is read from the fitted curve at half-maximal effect; % is scaled to controls: 0 for no effect and ±100 for the full control effect; nearly all actives have a fitted effect of over 75% in size; some results filed as inactive show a strong effect at the top dose
Target sequence (P49798 whole entry, looked up): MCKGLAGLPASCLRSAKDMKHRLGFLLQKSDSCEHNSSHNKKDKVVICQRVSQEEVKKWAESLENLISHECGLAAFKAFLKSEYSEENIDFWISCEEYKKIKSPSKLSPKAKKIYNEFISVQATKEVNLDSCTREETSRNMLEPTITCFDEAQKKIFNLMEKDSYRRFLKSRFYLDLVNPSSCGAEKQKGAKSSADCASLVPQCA
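MLSMR compounds (23 nl, pin-transferred) preincubated 10 min at room temperature with a 500nM (2x) first reagent, then RGS4 at 900nM (2x) plus Transcreener GDP mix added; fluorescence polarization (620/688 nm) read before and after 90 min at 30 °C.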
JMJD2A Tudor: inhibitors of human JMJD2A Tudor domain; 390,000 tested, 4.4% active; AlphaScreen JMJD2A-Tudor / H3K4me3 peptide binding; Potency, µM (top dose mostly 114 µM), for inactives: at the top dose activity change, negative = inhibition, usual class: inhibitors; also: potency is read from the fitted curve at half-maximal effect; % is scaled to controls: 0 for no effect and ±100 for the full control effect; nearly all actives have a fitted effect of over 50% in size
PI4K2A inh: blocks human PI4K2A kinase activity; purified PI4K2A, ADP-Glo luminescence, 1 h; hits give low values; activity change, negative = inhibition, % at 76.9 µM; 420,000 tested, 0.13% active; Q9BTU6; in the data active = activity change below about -50%; inconclusive = mostly about -30% to -49%;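 also: -100% = wells without enzyme as full effect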
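Compounds are screened against recombinant PI4K2A using PI as substrate and ATP, the latter dispensed at 300 microM. Reactions run one hour at ambient temperature before ADP-Glo detection; full inhibition defined by wells lacking enzyme.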
G9a inh: blocks human histone lysine methyltransferase G9a; Q96KQ7; G9a H3K9 monomethylation, AlphaScreen, 2 h; Potency, µM (top dose mostly 102 µM), for inactives: at the top dose activity, negative = inhibition, hits mostly inhibitors; 350,000 tested, 8.8% active; AID 504332; also: potency is read from the fitted curve at half-maximal effect; % is scaled to controls: 0 for no effect and ±100 for the full control effect; nearly all actives have a fitted effect of over 75% in size
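G9a (20 nM) preincubated 15 min RT with compounds, then 500 nM biotinylated H3K9 peptide and 20 uM SAM added; 2 h RT reaction. Monomethyl-H3K9 product detected by AlphaScreen with anti-H3K9me1 antibody, streptavidin donor and anti-rabbit IgG acceptor beads.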
ALOX12 inh: blocks human arachidonate 12S-lipoxygenase; purified 12hLO, xylenol orange hydroperoxide absorbance; P18054; 580,000 tested, 1.1% active; Potency, µM (highest dose often 108 µM), without a hit: top-dose activity change, negative = inhibition, most hits filed as inhibitors; also: potency is read from the fitted curve at half-maximal effect; % is scaled to controls: 0 for no effect and ±100 for the full control effect
Target sequence (P18054 whole entry, looked up): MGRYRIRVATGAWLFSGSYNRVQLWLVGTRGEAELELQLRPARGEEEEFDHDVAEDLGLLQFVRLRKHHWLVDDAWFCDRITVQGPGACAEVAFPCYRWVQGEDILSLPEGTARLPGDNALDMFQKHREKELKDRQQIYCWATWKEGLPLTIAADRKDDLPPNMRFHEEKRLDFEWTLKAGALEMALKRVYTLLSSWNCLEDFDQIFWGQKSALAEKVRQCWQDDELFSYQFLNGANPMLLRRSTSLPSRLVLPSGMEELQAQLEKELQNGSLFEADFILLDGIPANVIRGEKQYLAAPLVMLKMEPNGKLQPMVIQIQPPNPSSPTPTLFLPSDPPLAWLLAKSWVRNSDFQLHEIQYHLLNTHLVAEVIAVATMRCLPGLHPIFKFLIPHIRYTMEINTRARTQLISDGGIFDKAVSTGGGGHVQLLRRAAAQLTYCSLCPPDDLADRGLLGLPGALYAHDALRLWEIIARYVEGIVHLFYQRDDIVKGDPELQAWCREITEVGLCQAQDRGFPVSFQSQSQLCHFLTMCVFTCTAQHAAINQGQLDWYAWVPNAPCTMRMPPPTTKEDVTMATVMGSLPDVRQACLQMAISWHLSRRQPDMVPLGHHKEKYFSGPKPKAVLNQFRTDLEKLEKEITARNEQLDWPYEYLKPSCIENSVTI
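Hydroperoxide product was detected by ferrous iron/xylenol orange as the 573 to 405 nm absorbance ratio. Arachidonic acid at 40 uM (final) was turned over for 30 min at room temperature by 150 nM human 12hLO, pH 7.0 Hepes buffer, after 15 min compound preincubation.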
GLS inhibitor: inhibitors of human glutaminase (GLS). GLS enzymatic activity, qHTS titration. Potency, µM (series often up to 45.5 µM), for inactives: top-dose activity change, negative = inhibition, most hits filed as inhibitors. 410,000 tested, 0.21% active; also: potency is read from the fitted curve at half-maximal effect; % is scaled to controls: 0 for no effect and ±100 for the full control effect
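Compounds were pin-transferred onto hKGA, after which L-glutamine (1 mM solution) and a detection mix of glutamate oxidase, HRP and Amplex Red were added. Initial and 30 min RT fluorescence reads were collected.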
ERG-DNA inh: blocks human ERG Ets domain binding to DNA; P11308; fluorescence polarization, His-ERG Ets domain / labelled DNA; Potency, µM (titrated, usually from 76.9 µM), without a hit: top-dose FP activity, negative = inhibition, most hits filed as inhibitors; 370,000 tested, 0.028% active; active = well fitted inhibition curve with a large enough effect in the polarisation, with a control signal flat; inconclusive = small, poorly fitted or top-dose-only effect, or effect the other way, or a change in a side signal; inactive = no such curve, though single readings can be large or run the other way; the % refers to the polarisation;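 also: polarization taken with two DNA probes labelled with fluorescein and Texas red; potency is read from the fitted curve at half-maximal effect; % of control where 0% means no effect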
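His-tagged ERG Ets domain (1 uM in the protein solution; 300mM KCl, 50mM Tris-HCl, 1mM EDTA, 1mM DTT, pH 7.5) received compound, then a probe mix of 5 nM fluorescein-DNA and 100nM Texas-615-DNA. Fluorescence polarization was read for both dyes.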
* hit, by the source's call; u = inconclusive; x = not tested or not shown; & = joins results of further samples; [ ] = another dose, or the depositor's remark. Unless noted, calls follow the shape of the dose curve; as a rule, active = well fitted curve in the direction sought with a large enough effect; inconclusive = small, poorly fitted or top-dose-only effect, or another doubt; inactive = no such curve, though single readings can be large; an effect the other way counts as inactive or inconclusive. A portion of the library; the hit share may differ from the screen's.

SMILES	HP1b binding inh	BAZ2B inh	RGS4 inh	JMJD2A Tudor	PI4K2A inh	G9a inh	ALOX12 inh	GLS inhibitor	ERG-DNA inh
COc1ccc(OCc2nc(N)nc(Nc3cccc(C)c3C)n2)cc1	67%[activator]	12%	-3%[11.4 µM]	-22%[11.4 µM]	-5	-10%	0%	u	-15%
Cc1ccc(CNC(=O)c2ccc3c(=O)n4c(-c5ccc(C)cc5)csc4nc3c2)cc1	16%	3%	0%	-12%	5	12%[59 µM]	-20%	5%	-1%
COc1ccc(-c2noc(CSCC(=O)Nc3cc(OC)c(OC)c(OC)c3)n2)cc1OC	6%	2%	-5%	-5%	0	2%[59 µM]	-30%	-6%	1%
COc1ccc(-c2csc(N3CCN(S(=O)(=O)c4ccc5c(c4)NC(=O)CO5)CC3)n2)cc1	4%	-11%	-1%	-21%	2	u	2%	3%	-1%
CCOC(=O)N1CCC(NC(=O)C2CCN(S(=O)(=O)N3CCC(C)CC3)CC2)CC1	26%	0%	26%	-4%	1	-7%	5%	10%	-3%
CCCCCCOC(=O)Sc1nc2ccccc2o1	24%	87%[activator]	-24%	18%	2	u	-3%	x	2%
CCc1nccn1S(=O)(=O)c1ccc(C)c(C)c1	28%	8%	12%	-14%	-7	45µM*	-15%	0%	-2%
Cc1ccc(OCC(=O)NNC(=O)c2cccnc2)cc1C	48%[activator]	-7%	-26%	-11%	3	x	-1%	6%	-24%
CCOC(=O)c1cc(C(=O)NC(C)c2ccccc2)c(=O)[nH]c1C (stereo unspecified)	17%	10%	10%	0%	-2	42%	-14%	4%	24%
CCOc1ccc(Cc2nc(-c3nonc3N)no2)cc1OCC	25%	3%	30%	-11%	-3	-5%[2.33 µM]	7%	-5%	-10%
CCCCCCOc1ccc(C(=O)NCCCn2ccnc2)cc1	1%	-39%	4%	-34%	1	-39%	-6%	-6%	-14%
CCOc1cc(/C=C/C(=O)c2ccc3c(c2)OCCO3)ccc1OCC(=O)N(C)C	-1%	-1%	10%	-30%	4	6%	-5%	-3%	0%
Cc1ccc(NC(=O)CSc2ncc3ccccn23)cc1	42%[activator]	-31%	-17%	-1%	5	u	0%	2%	0%
O=c1oc(-c2ccccc2NS(=O)(=O)c2ccc(Cl)cc2)nc2ccccc12	24%	9%	11%	-14%	6	x	x	1%	22%
CN(CC(=O)NCCc1ccc(Cl)cc1)S(=O)(=O)c1ccc2c(c1)c(=O)n(C)c(=O)n2C	42%[activator]	-1%	3%	-1%	-3	16%	1%	-1%	9%
COc1ccccc1NC(=O)C1CC(=O)OC1c1ccccc1 (stereo unspecified)	33%	-1%	-2%	-16%	-3	14%	0%	5%	-9%
CCOP(=O)(OCC)C(Nc1cccc([N+](=O)[O-])c1)c1ccc(N(C)C)cc1 (stereo unspecified)	u	40µM*	26%	50µM*	-1	u	73%[activator]	17%	-3%
O=C(c1ccc2c(c1)OCO2)N1CCc2ccccc2C1	19%	-3%	6%	-16%	2	35%	u	-10%	-8%
CCCCn1c(N)c(N(CCOC)C(=O)c2cc(-c3ccncc3)nc3ccccc23)c(=O)[nH]c1=O	18%	-9%	5%	-11%	1	u	u	6%	10%
O=C1c2ccc3c4c(ccc(c24)C(=O)N1CCCCO)C(=O)N(CCCCO)C3=O	21%	u	10%	-21%	-8	-8%[59 µM]	-4%	-1%	u
CCCSCCCNC(=O)c1ccccc1NC(=O)C1=CSCCO1	4%[57 µM]	u	8%	-7%	0	u	5%	2%	14%
CCN1C(=O)[C@H]2[C@@H](c3ccc(C)cc3)N3C(=O)N(c4cccc(F)c4)C(=O)[C@@]3(CC)[C@H]2C1=O	9%	-35%	u	-34%	-2	x	17%	-4%	14%
CCCCc1nc2cc(C(=O)N3CCCCC3COC)ccc2o1 (stereo unspecified)	41%[activator]	-4%	27%	-3%	-7	2%	-10%	-4%	10%
COC(=O)c1c(C)[nH]c(C(C)=O)c1C	30%	u	-14%[11.4 µM]	10%[57.1 µM]	-1	-19%	0%	1%	11%
COc1ccc(NC(=S)N(CCN2CCOCC2)Cc2cc3cc4c(cc3[nH]c2=O)OCCO4)cc1	26%	-18%	-32%	-23%	-1	u	15%	3%	-3%
COc1ccc(C(=O)c2coc3ccc(O)c(CN4CCOCC4)c23)cc1	45%[activator]	3%	8%	-30%	8	14%[59 µM]	-15%	11%	-4%
CCc1nc(SCc2ccc(Br)cc2)n[nH]1	32%	0%	-14%	6%	-8	14%[2.33 µM]	6%	-2%	-12%
O=C(Cc1ccccc1)c1c[nH]c(C(=O)NCc2ccncc2)c1	3%	u	-4%	-15%	4	u	-2%	5%	-5%
COc1cc(Cl)c(C)cc1NC(=O)CSc1nnc(CN2CCCC2)o1	31%	x	-2%	-7%	-2	x	437%[activator]	22%	-7%
O=C(c1ccncc1)N1CCN(CCc2ccccc2)CC1	52%[activator]	-3%	-8%	-8%	-7	26%	-3%	3%	6%
O=C(Cc1ccc(-n2c(=S)[nH]c3ccccc3c2=O)cc1)N1CCC(N2CCCCC2)CC1	15%	u	-25%	-19%	1	50µM*	u	-4%	5%
O=C(CSc1nc2ccccc2o1)NCCOc1ccccc1	31%	4%	18%	9%	0	-5%	7%	3%	-7%
COC(=O)NNC(=O)COc1cc(C)ccc1C	25%	6%	-9%	-2%	-2	-8%[59 µM]	30%	-5%	-10%
COc1ccc(/C=N/N2C(=O)C3C4C=CC(CC4)C3C2=O)c(OC)c1 (stereo unspecified)	16%	-11%	-26%	6%	-1	4%	-11%	-9%	-11%
CCOc1ccc(N(C)S(=O)(=O)c2cc(-c3cc(C)no3)ccc2OC)cc1	26%&-24%	-22%&-19%	2%&-3%	-17%&-28%	3&1	22%&-32%[59 µM]	-3%&-40%&-13%	-6%&-9%	-12%&2%
CC(C)CC1C(C#N)=C(N)SC(N)=C1C#N	26%	-13%	u	-34%	4	u	u	-24%	1%
Cc1cc(C)cc(OCCSc2nc3ccc(NC(=O)c4ccc5c(c4)OCO5)cc3s2)c1	31%	-2%	9%	-17%	-3	8%[59 µM]	-14%	6%	1%
COc1cc2c(cc1OC)CN(C1CCC(C)CC1)CC2 (stereo unspecified)	47%[activator]	-17%	9%	-4%	-2	u	18%	15%	2%

Compounds shown so far that have an aryl methoxy group, in the order listed:
SMILES	HP1b binding inh	BAZ2B inh	RGS4 inh	JMJD2A Tudor	PI4K2A inh	G9a inh	ALOX12 inh	GLS inhibitor	ERG-DNA inh
COc1ccc(OCc2nc(N)nc(Nc3cccc(C)c3C)n2)cc1	67%[activator]	12%	-3%[11.4 µM]	-22%[11.4 µM]	-5	-10%	0%	u	-15%
COc1ccc(-c2noc(CSCC(=O)Nc3cc(OC)c(OC)c(OC)c3)n2)cc1OC	6%	2%	-5%	-5%	0	2%[59 µM]	-30%	-6%	1%
COc1ccc(-c2csc(N3CCN(S(=O)(=O)c4ccc5c(c4)NC(=O)CO5)CC3)n2)cc1	4%	-11%	-1%	-21%	2	u	2%	3%	-1%
COc1ccccc1NC(=O)C1CC(=O)OC1c1ccccc1 (stereo unspecified)	33%	-1%	-2%	-16%	-3	14%	0%	5%	-9%
COc1ccc(NC(=S)N(CCN2CCOCC2)Cc2cc3cc4c(cc3[nH]c2=O)OCCO4)cc1	26%	-18%	-32%	-23%	-1	u	15%	3%	-3%
COc1ccc(C(=O)c2coc3ccc(O)c(CN4CCOCC4)c23)cc1	45%[activator]	3%	8%	-30%	8	14%[59 µM]	-15%	11%	-4%
COc1cc(Cl)c(C)cc1NC(=O)CSc1nnc(CN2CCCC2)o1	31%	x	-2%	-7%	-2	x	437%[activator]	22%	-7%
COc1ccc(/C=N/N2C(=O)C3C4C=CC(CC4)C3C2=O)c(OC)c1 (stereo unspecified)	16%	-11%	-26%	6%	-1	4%	-11%	-9%	-11%
CCOc1ccc(N(C)S(=O)(=O)c2cc(-c3cc(C)no3)ccc2OC)cc1	26%&-24%	-22%&-19%	2%&-3%	-17%&-28%	3&1	22%&-32%[59 µM]	-3%&-40%&-13%	-6%&-9%	-12%&2%
COc1cc2c(cc1OC)CN(C1CCC(C)CC1)CC2 (stereo unspecified)	47%[activator]	-17%	9%	-4%	-2	u	18%	15%	2%
